Assay outcomes from PubChem BioAssay.
FBW7 act: FBW7 E3 ligase activators, primary screen, biochemical, AlphaScreen, human. AlphaScreen FBW7–phospho-cyclin E peptide binding, activator screen. normalized activity (activation), % at 26.1 µM. 0.13% of 650,000 active. AID 1259310, 2017; in the data active = normalized activity above about 1.9%;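 note: purified mutant Fbw7 with reduced substrate affinity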
GPR151 ag: activators of human GPR151, primary screen, cell-based, PathHunter beta-arrestin, luminescence; G-protein coupled receptor 151 (Homo sapiens), Q8TDV0; activation, % at 11.2 µM; PathHunter beta-arrestin GPR151 cells; AID 1508602, 2020; 1% of 650,000 active; in the data active = activation above about 4.9%;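 note: 0% = median of compound wells and 100% = cells with positive control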
Target sequence (Q8TDV0 whole entry, looked up): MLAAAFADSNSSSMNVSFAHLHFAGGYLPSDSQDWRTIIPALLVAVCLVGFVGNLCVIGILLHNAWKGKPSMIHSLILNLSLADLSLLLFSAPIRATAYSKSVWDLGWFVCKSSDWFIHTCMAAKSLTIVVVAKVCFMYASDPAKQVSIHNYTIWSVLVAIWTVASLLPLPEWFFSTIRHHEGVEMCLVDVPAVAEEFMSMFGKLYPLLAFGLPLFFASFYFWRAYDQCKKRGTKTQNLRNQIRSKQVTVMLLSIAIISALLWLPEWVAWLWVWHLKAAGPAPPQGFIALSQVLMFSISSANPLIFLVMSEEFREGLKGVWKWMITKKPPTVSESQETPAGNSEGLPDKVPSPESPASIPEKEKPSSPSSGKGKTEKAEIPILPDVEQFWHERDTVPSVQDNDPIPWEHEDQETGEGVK
MITF inh: MITF inhibitors, primary screen, biochemical, AlphaScreen, human. Microphthalmia-associated transcription factor (Homo sapiens), O75030. AlphaScreen MITF homodimerization, bead proximity signal. inhibition, % at 2.6 µM. 0.91% of 650,000 active; in the data active = inhibition above about 50%;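 note: 0% = vehicle wells with protein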
Target sequence (O75030 whole entry, looked up): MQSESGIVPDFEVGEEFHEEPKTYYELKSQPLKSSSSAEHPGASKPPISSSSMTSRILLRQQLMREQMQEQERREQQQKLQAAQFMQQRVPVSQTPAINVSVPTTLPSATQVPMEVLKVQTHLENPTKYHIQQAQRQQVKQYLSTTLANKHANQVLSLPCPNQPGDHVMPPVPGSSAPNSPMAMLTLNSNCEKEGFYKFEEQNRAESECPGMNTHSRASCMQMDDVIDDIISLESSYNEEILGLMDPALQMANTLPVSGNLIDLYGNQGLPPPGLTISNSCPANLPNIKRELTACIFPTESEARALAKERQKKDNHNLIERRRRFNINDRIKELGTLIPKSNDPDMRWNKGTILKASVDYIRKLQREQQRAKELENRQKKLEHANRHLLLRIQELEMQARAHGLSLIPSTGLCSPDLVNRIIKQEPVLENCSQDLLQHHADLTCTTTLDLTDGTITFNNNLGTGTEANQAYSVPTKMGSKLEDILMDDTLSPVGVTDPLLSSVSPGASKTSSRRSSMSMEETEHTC
TEAD-YAP block: TEAD-YAP interaction inhibition, primary screen, TEAD-YAP interaction inhibitor project, luminescence, HEK-TIYL cells. 1.4% of 640,000 active. TEAD-Gal4/YAP UAS-luciferase luminescence. inhibition, % at 9.12 µM. AID 1259422, 2018; in the data active = inhibition above about 32%;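 note: 0% = median of test compound wells and 100% = reference inhibitor wells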
* marks the source's active call; other numbers are inactive results; & = joins results of further samples.

SMILES	FBW7 act	GPR151 ag	MITF inh	TEAD-YAP block
Nc1ccc(NC(=O)CCC(=O)O)cc1Cl	0.1	-1.2	7.8	4.5
COC(=O)c1c(NC(=O)/C=C/C(=O)O)sc2c1CCC(C)C2 (centres undefined)	0.1	-0.2	4.8	21.2
Cc1nn2c(nc(N(C)C3CCS(=O)(=O)C3)c3ccccc32)c1C=O (centres undefined)	0.0	0.9	-1.9	-3.1
O=C(NC(=S)Nc1ccc2oc(-c3ccc(-c4ccccc4)cc3)nc2c1)c1ccco1	0.8	0.2	15.8	-18.7
Cc1cnc(Nc2ccc(-n3ccnc3)cc2)nc1NCc1cccc(C(F)(F)F)c1	0.1	0.1	-10.2	36.7*
CCCCCCNC(=O)c1cnn2c(C)c(Cc3ccc(C)cc3)c(C)nc12	0.1	1.3	44.1	-8.4
O=C(CC1CCCCC1)Nc1c2c(nn1-c1ccc([N+](=O)[O-])cc1)CSC2	0.0	1.3	8.2	-7.5
O=c1cc(-c2nc3ccccc3s2)oc2ccccc12	-0.3	-2.8	14.4	-23.0
CCOC(=O)c1cccc(NC(=O)CCc2ccccc2)c1	-0.3	2.2	-6.1	-16.2
CC(=O)Nc1ccc(NC(=O)CN(C)S(=O)(=O)c2ccc(Br)cc2)cc1	0.0	2.9	-2.2	5.7
c1ccc2c(OCCCCN3CCCC3)cccc2c1	0.1	0.6	21.6	-0.1
COCCn1nnnc1C(c1cccc(C#N)c1)N1CCN(c2ccccc2F)CC1 (centres undefined)	0.7	-0.5	15.4	11.5
Cc1cc(Cl)ccc1-n1nnnc1SCCOc1ccccc1	0.2	-0.6	-6.8	-9.2
CN1CCN(C(=O)c2ccc(-c3nc(NCCc4ccc(O)cc4)c4ncn(-c5ccccc5)c4n3)cc2)CC1	-0.1	0.6	11.2	7.9
Cc1ccc(CCNC(=O)Cn2cc3c(n2)CCC(C)C3)cc1 (centres undefined)	0.3	-0.3	-1.6	-3.4
NC(Cc1ccc(Cl)cc1)C(=O)O (centres undefined)	0.2&0.1	-0.2&0.0	26.5&5.8	12.4
O=C(N/N=C/c1ccc(O)cc1O)c1ccc(Br)cc1	-0.1	-0.8	37.3	42.2*
COc1ccccc1-c1nnc(Nc2nc3ccc(SC)cc3s2)o1	-0.1	-1.1	-0.2	-3.3
CCN(Cc1ccccc1)C(=O)CSc1ncn[nH]1	0.3	-0.1	9.2	9.2
CCCn1nc(C(=O)N2CCC(C(N)=O)CC2)c2ccccc2c1=O	0.0	0.2	-19.6	6.1
CCN(CCO)C(=O)c1cnc2sc3cc(OC)ccc3n2c1=O	0.1	1.3	-1.5	-12.1
COc1ccccc1C(c1nnnn1C1CCCCC1)N1CCCC1 (centres undefined)	-0.1	0.6	-1.6	6.8
Nc1c(S(=O)(=O)c2ccccc2)nnn1-c1ccccc1	-0.1	-1.1	-1.7	4.8
Cc1ccc(S(=O)(=O)NC(=O)N2CCN(Cc3ccccc3)CC2)cc1	0.0	-1.1	6.7	5.0
Cc1cc(C(=O)Nc2ccc(-c3nc4ccccc4s3)c(O)c2)ccc1[N+](=O)[O-]	0.0	1.1	7.3	-0.6

Next section:
SMILES	FBW7 act	GPR151 ag	MITF inh	TEAD-YAP block
CCCc1ccc(CC(=O)O)cc1	0.0	-0.1	6.8	5.2
O=C(CCCCCCC(=O)n1nnc2ccccc21)n1nnc2ccccc21	0.1	1.0	-4.1	3.4
C=CCNc1oc(-c2ccccc2OC)nc1C#N	0.9	-1.6	25.3	-10.1
CCOP(=O)(OCC)C(OC(N)=O)c1ccc([N+](=O)[O-])cc1 (centres undefined)	0.0	-0.7	6.6	5.8
CN1CCc2c(sc(NC(=O)CN3C(=O)c4ccccc4C3=O)c2C(N)=O)C1	0.0	2.7	11.9	2.5
CN1CCN(CC(=O)N2CCN(c3ccccc3)CC2)CC1	0.0	0.9	21.1	8.7
COc1ccc(CNC(=O)C(=O)NCC(c2ccco2)S(=O)(=O)c2ccccc2)cc1 (centres undefined)	-0.2	-0.3	5.7	0.8
O=C1c2ccccc2-c2nc(-c3ccccc3)cc3cccc1c23	-0.1	-1.0	4.9	-2.7
Cc1ccc(NC(=O)CSc2ncc(-c3cccc(Br)c3)o2)c(C)c1	0.1	0.3	3.1	8.2
N#Cc1ccccc1NC(=O)CSc1nnc(-c2ccncc2)o1	0.1	1.1	9.1	2.3
O=C(O)/C=C/C(=O)N(Cc1ccccc1)Cc1ccccc1	-0.1	5.3*	-5.3	3.5
OC1CCN(Cc2ccc3c(c2)CN(Cc2ccccc2Cl)CCO3)CC1	0.1	0.1	-1.9	-8.4
CCOC(=O)C1(Cc2cccc(OC)c2)CCN(C2CSCCSC2)CC1	0.0	-1.3	36.7	1.7
C=CCOc1c(I)cc(/C=c2\sc3n(c2=O)C(c2ccc(Cl)cc2)C(C(=O)OCC)=C(C)N=3)cc1OC (centres undefined)	0.0	1.2	3.5	1.6
CCc1cccc(CC)c1NC(=O)C1CC(=O)N(c2ccc(F)cc2)C1 (centres undefined)	0.1	0.7	11.8	9.6
CCCN1C(=O)/C(=C/c2ccc(N(C)C)cc2)NC1=S	0.8	0.4	8.0	0.6
CCCc1cc(C(N)=O)c(NC(C)=O)s1	-0.3	0.1	-13.5	9.9
O[C@H](CNc1nccc(Nc2ccncn2)n1)c1ccccc1	0.0	0.1	14.6	3.8
O=c1cc(CN2CCN(c3ccccc3O)CC2)c2cc(O)c(O)cc2o1	0.2	-0.4	89.7*	-4.5
CCCOC(=O)c1ccc(NC(=O)NC2CCCCC2)cc1	0.0	-1.6	0.6	-32.3
COC(CN(C)c1ccc(-c2ccc3c(c2)OCO3)cn1)OC	-0.3	0.0	10.5	-53.7
CCOC(=O)N1CCN(S(=O)(=O)c2ccc(C(=O)Nc3nc4c(ccc5ccccc54)s3)cc2)CC1	0.2	-0.7	14.3	-0.5
Cc1ccc(C(=O)/C=C\Nc2cc([N+](=O)[O-])ccc2O)cc1	-0.2	-0.6	-3.5	-32.2
CCC1CN(CC(=O)NCCc2n[nH]c(C)n2)Cc2ccc(Cl)cc2O1 (centres undefined)	0.1	-0.4	8.2	-1.4
COCCN1C(=O)NC(Cc2ccccc2Cl)(C2CCN(C(=O)C(C)(C)C)CC2)C1=O (centres undefined)	0.1	0.4	14.6	9.6

Taken from above.
CCOC(=O)N1CCN(S(=O)(=O)c2ccc(C(=O)Nc3nc4c(ccc5ccccc54)s3)cc2)CC1 | GPR151 ag: -0.7
O=c1cc(CN2CCN(c3ccccc3O)CC2)c2cc(O)c(O)cc2o1 | TEAD-YAP block: -4.5
CCc1cccc(CC)c1NC(=O)C1CC(=O)N(c2ccc(F)cc2)C1 (centres undefined) | GPR151 ag: 0.7

As a working copy, 20 of the compounds above.
SMILES	FBW7 act	GPR151 ag	MITF inh	TEAD-YAP block
Nc1ccc(NC(=O)CCC(=O)O)cc1Cl	0.1	-1.2	7.8	4.5
COC(=O)c1c(NC(=O)/C=C/C(=O)O)sc2c1CCC(C)C2 (centres undefined)	0.1	-0.2	4.8	21.2
Cc1nn2c(nc(N(C)C3CCS(=O)(=O)C3)c3ccccc32)c1C=O (centres undefined)	0.0	0.9	-1.9	-3.1
O=C(NC(=S)Nc1ccc2oc(-c3ccc(-c4ccccc4)cc3)nc2c1)c1ccco1	0.8	0.2	15.8	-18.7
Cc1cnc(Nc2ccc(-n3ccnc3)cc2)nc1NCc1cccc(C(F)(F)F)c1	0.1	0.1	-10.2	36.7*
CCCCCCNC(=O)c1cnn2c(C)c(Cc3ccc(C)cc3)c(C)nc12	0.1	1.3	44.1	-8.4
O=C(CC1CCCCC1)Nc1c2c(nn1-c1ccc([N+](=O)[O-])cc1)CSC2	0.0	1.3	8.2	-7.5
O=c1cc(-c2nc3ccccc3s2)oc2ccccc12	-0.3	-2.8	14.4	-23.0
CCOC(=O)c1cccc(NC(=O)CCc2ccccc2)c1	-0.3	2.2	-6.1	-16.2
CC(=O)Nc1ccc(NC(=O)CN(C)S(=O)(=O)c2ccc(Br)cc2)cc1	0.0	2.9	-2.2	5.7
c1ccc2c(OCCCCN3CCCC3)cccc2c1	0.1	0.6	21.6	-0.1
COCCn1nnnc1C(c1cccc(C#N)c1)N1CCN(c2ccccc2F)CC1 (centres undefined)	0.7	-0.5	15.4	11.5
Cc1cc(Cl)ccc1-n1nnnc1SCCOc1ccccc1	0.2	-0.6	-6.8	-9.2
CN1CCN(C(=O)c2ccc(-c3nc(NCCc4ccc(O)cc4)c4ncn(-c5ccccc5)c4n3)cc2)CC1	-0.1	0.6	11.2	7.9
Cc1ccc(CCNC(=O)Cn2cc3c(n2)CCC(C)C3)cc1 (centres undefined)	0.3	-0.3	-1.6	-3.4
NC(Cc1ccc(Cl)cc1)C(=O)O (centres undefined)	0.2&0.1	-0.2&0.0	26.5&5.8	12.4
O=C(N/N=C/c1ccc(O)cc1O)c1ccc(Br)cc1	-0.1	-0.8	37.3	42.2*
COc1ccccc1-c1nnc(Nc2nc3ccc(SC)cc3s2)o1	-0.1	-1.1	-0.2	-3.3
CCN(Cc1ccccc1)C(=O)CSc1ncn[nH]1	0.3	-0.1	9.2	9.2
CCCn1nc(C(=O)N2CCC(C(N)=O)CC2)c2ccccc2c1=O	0.0	0.2	-19.6	6.1

(next part)
SMILES	FBW7 act	GPR151 ag	MITF inh	TEAD-YAP block
COc1ccc(-c2nc(NCCN(C(C)C)C(C)C)c3ncn(C4CCCCC4)c3n2)cc1	-0.1	-0.6	3.8	-5.5
CCC(C)OC(=O)C1=C(C)NC(=O)CC1c1ccccc1[N+](=O)[O-] (centres undefined)	0.1	1.8	14.2	-6.5
COc1ccc(Cl)cc1-n1nnc(-c2nc(-c3ccccc3F)no2)c1N	0.0	-2.9	-2.7	-11.9
Oc1ccccc1-c1nnc(-c2ccc(C(F)(F)F)cc2)o1	0.0	-0.4	-8.8	-30.3
CN1CC2([N+](=O)[O-])CC([N+](=O)[O-])(C1)c1ccccc1C2=O (centres undefined)	-0.1	-0.5	-1.8	-7.7
Cc1ccc(-c2csc(NC(=O)c3ccc([N+](=O)[O-])s3)n2)o1	0.0	-0.6	-3.8	-3.8
COCCCNC(=S)NC(=O)c1ccc(Cl)cc1Cl	0.0	1.2	2.5	-23.0
Cc1cc(N2CCOCC2)nc(-c2ccc([N+](=O)[O-])cc2)n1	0.0	1.7	6.9	2.1
COc1cc(/C=C(\C#N)S(=O)(=O)c2ccc(Cl)cc2)cc(OC)c1OC	-0.3	0.0	-9.5	6.6
CC(=O)N/C(=C\c1ccccc1)C(=O)NC(C)C(=O)O (centres undefined)	-0.5	0.9	6.0	0.1
O=C(Nc1ccc([N+](=O)[O-])cc1)c1ccc(-c2nnc(-c3ccccc3)o2)cc1	0.0	-4.4	7.9	-49.9
O=C(NCCCNc1ccc([N+](=O)[O-])cc1C(F)(F)F)c1ccco1	-0.1	-0.6	-8.9	4.2
COc1ccc(N2CCN(CCCNC(=O)Nc3ccccc3C(F)(F)F)CC2)cc1	1.9	1.1	-8.7	-3.5
NC(=O)NC(=O)COC(=O)[C@@H]1CC(O)CN1S(=O)(=O)c1ccc([N+](=O)[O-])cc1 (some centres undefined)	0.0	-0.3	10.0	10.6
CCn1c(=O)c2c(nc3n(-c4ccc(Cl)cc4)c(C)c(C)n23)n(C)c1=O	0.0	-0.2	3.2	2.6
Oc1c(-c2nc(-c3ccccc3)c(-c3ccccc3)[nH]2)ccc2ccccc12	0.0	0.5	0.7	11.8
O=C(Nc1nc2ccc(Cl)cc2s1)c1cc([N+](=O)[O-])ccc1Cl	-0.1	-1.6	-1.2	4.6
CC(C)C(OC(=O)c1cnccn1)C(=O)NC1CCCC1 (centres undefined)	0.0	0.2	0.7	13.6
CC(C)n1c(Nc2cccc(N(C)C)c2)nc2c(NCc3ccccc3)ncnc21	-0.1	-0.9	5.0	-14.0
Cc1cc(C)cc(-n2c(SCC(=O)Nc3nccs3)nc3c(c2=O)SC(C)C3)c1 (centres undefined)	0.0	-2.2	-10.5	1.2
CCOC(=O)c1cnc(SCc2nc(N)nc(Nc3ccccc3)n2)nc1N	-0.1	2.7	0.1	13.1
CCOc1cc(C2C(C(=O)OCCc3ccccc3)=C(C)NC3=C2C(=O)CCC3)cc(Br)c1O (centres undefined)	-0.2	-2.0	-0.1	4.5
CCN1C(=O)CC(c2ccc(OC(C)C)cc2)C1=O (centres undefined)	0.8	-1.3	24.2	-1.0
CCc1ccc(C2=CC(c3cc(OC)ccc3OC)n3nnnc3N2)cc1 (centres undefined)	0.0	0.0	12.2	9.0
Cc1nnc(SCC(=O)c2c[nH]c3ccccc23)s1	0.6	0.2	22.0	-37.9
Clc1ccc(-c2csc(=Nc3cccnc3)n2CCCn2ccnc2)cc1Cl	0.1	0.5	17.5	-10.7
O=C(COc1ccc(Cl)cc1)CC(=O)c1ccc(Cl)cc1	0.3	-0.1	19.5	-8.4
O=C(Nc1n[nH]c(C2CCCCC2)n1)C1CCCCC1	-0.3	-0.1	5.1	-25.2
CCOCCCN1C(=O)C2C(C(=O)Nc3cccc(OC)c3)C3C=CC2(O3)C1C(=O)NC1CCCCC1 (centres undefined)	0.0	1.1	4.2	-4.4

Some of the entries so far, with two lines to a compound.
Second line of a record: FBW7 act | GPR151 ag | MITF inh | TEAD-YAP block
- Oc1ccccc1-c1nnc(-c2ccc(C(F)(F)F)cc2)o1
 : 0.0 | -0.4 | -8.8 | -30.3
- CN1CC2([N+](=O)[O-])CC([N+](=O)[O-])(C1)c1ccccc1C2=O (centres undefined)
 : -0.1 | -0.5 | -1.8 | -7.7
